CHT PAM: CHT positive allosteric modulators, primary screen, cell-based, membrane potential dye, choline EC20 | High affinity choline transporter 1 (Homo sapiens), Q9GZV3 | CHT-expressing cells; hits give high values; LV-AA mutant CHT in HEK293 cells | B-score at 10 µM | 310,000 compounds, 0.49% hits;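 active = initial fluorescence not abnormally high and integrated response B-score, plate-corrected, over 3 SD above library mean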
Target sequence (Q9GZV3 whole entry, looked up): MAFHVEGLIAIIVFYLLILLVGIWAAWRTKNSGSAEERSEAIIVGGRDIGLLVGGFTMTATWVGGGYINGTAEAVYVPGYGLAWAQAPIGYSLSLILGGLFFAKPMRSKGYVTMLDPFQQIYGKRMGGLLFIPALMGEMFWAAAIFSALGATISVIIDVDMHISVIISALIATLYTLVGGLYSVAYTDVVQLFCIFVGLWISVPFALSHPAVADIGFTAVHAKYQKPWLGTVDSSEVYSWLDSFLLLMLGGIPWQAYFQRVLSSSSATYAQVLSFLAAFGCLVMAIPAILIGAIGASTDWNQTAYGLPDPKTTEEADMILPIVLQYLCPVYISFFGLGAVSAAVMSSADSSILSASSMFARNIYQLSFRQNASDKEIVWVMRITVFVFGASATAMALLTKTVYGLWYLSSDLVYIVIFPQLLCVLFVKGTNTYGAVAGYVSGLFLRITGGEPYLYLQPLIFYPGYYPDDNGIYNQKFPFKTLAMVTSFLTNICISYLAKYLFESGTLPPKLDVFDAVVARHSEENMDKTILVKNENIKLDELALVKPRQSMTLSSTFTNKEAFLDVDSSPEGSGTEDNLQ
CHT block: inhibitors of human choline transporter CHT. 310,000 compounds, 0.86% hits. B-score at 10 µM. High affinity choline transporter 1 (Homo sapiens), Q9GZV3. CHT-expressing cells, membrane potential dye, choline response; hits give low values;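 active = B-score over 3 SD under the library average, and starting fluorescence ratio not unusually high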;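 note: choline stimulus applied at its EC90 after an EC20 pre-addition; B-score computed on integrated fluorescence ratio after choline addition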
* = called active by the depositor; i = inactive. These rows are one share of the data. The share of hits here may be higher or lower than overall.

compound | CHT PAM | CHT block
O=C(CCCN1CCC2(CC1)C(=O)NCN2c1ccccc1)c1ccc(F)cc1 | i | i
CCOc1ccccc1CN1C2CCC1CC(c1ccc(C)cc1)C2 (stereo not drawn) | i | i
O=[N+]([O-])c1ccc(O)c([N+](=O)[O-])c1 | i | i
COc1cc(OC)cc(-n2nc(C(=O)N3CCC4(CC3)OCCO4)c3ccccc3c2=O)c1 | i | i
O=C(O)CN1C(=O)CN=C(c2ccccn2)c2cc(Cl)ccc21 | i | i
CC(=NCCCN1CCOCC1)c1c(O)n(-c2ccccc2C)c(=O)[nH]c1=O | i | i
O=c1[nH]c(=O)n(C2CCCCCC2)c(O)c1C=NCC1CCCO1 (stereo not drawn) | i | i
C=CCn1c(O)c(C=Nc2c(C)n(C)n(-c3ccccc3)c2=O)c(=O)[nH]c1=O | i | i
CN1C(=O)C(=Cc2ccccc2Oc2ccc(Cl)c(F)c2)C(=O)N(C)C1=O | i | i
CCOc1ccc(N2C(=O)/C(=C\c3cccs3)C(=O)NC2=S)cc1 | i | i
CCOc1cc2c(cc1OCC)-n1cccc1C(c1ccccc1OC)NC2 (stereo not drawn) | i | i
S=C(NCCc1ccccc1)NCCc1cnc[nH]1 | i | i
O=C(C1CCC(=O)N1Cc1ccc(F)cc1)N1CCC2(CC1)OCCO2 (stereo not drawn) | i | i
CN(C)CC1CSCCC1(O)c1ccc(C(F)(F)F)cc1 (stereo not drawn) | i | i
CCN1CCN(S(=O)(=O)c2ccc(Cl)nc2)CC1 | i | i

Profiles from above. Values in the order: CHT PAM	CHT block
CCN1CCN(S(=O)(=O)c2ccc(Cl)nc2)CC1 is entered as i	i
CCOc1cc2c(cc1OCC)-n1cccc1C(c1ccccc1OC)NC2 (stereo not drawn) is entered as i	i
O=C(O)CN1C(=O)CN=C(c2ccccn2)c2cc(Cl)ccc21 is entered as i	i
CCOc1ccccc1CN1C2CCC1CC(c1ccc(C)cc1)C2 (stereo not drawn) is entered as i	i
CN(C)CC1CSCCC1(O)c1ccc(C(F)(F)F)cc1 (stereo not drawn) is entered as i	i

More results:
compound | CHT PAM | CHT block
O=C1NC(=O)N(c2ccc3c(c2)OCO3)C(=O)/C1=C\c1ccc(N2CCCCC2)o1 | i | i
CN(C)C(=O)Oc1c(Cl)cc(Cl)c2cccnc12 | i | i
CCCCn1c(O)c(/C(C)=N/NC(=O)Nc2ccccc2)c(=O)[nH]c1=O | i | i
COc1ccc2[nH]c3c(c2c1)CCNC3C (stereo not drawn) | i | i
CC(=O)N1CC(=O)Nc2ccc(Cl)cc2C1c1ccccc1 (stereo not drawn) | i | i
CCCCn1c(C)c(C(=O)O)c2cc(OC)c3ccccc3c21 | i | i
O=C(Cn1c(=O)c(C(F)(F)F)nc2ccccc21)N1CCC2(CC1)OCCO2 | i | i
CCOC(=O)C1(Cc2ccc(Cl)cc2)CCN(C(C)CCn2cccn2)CC1 (stereo not drawn) | i | i
CCOc1ccc(CNCCc2ccc3c(c2)OCO3)cc1 | i | i
Cc1cc(/C=C2\C(=O)NC(=O)N(c3cccc(Br)c3)C2=O)c(C)n1C | i | i
CC(C)N1CCN(Cc2c[nH]c3ccccc23)CC1CCO (stereo not drawn) | i | i
c1ccc2c(NC3=NCCS3)cccc2c1 | i | i
Cc1ccccc1N1CCN(Cc2ccc3c(c2)OCO3)CC1 | i | i
CC1CCC/C=C/C2CC(O)CC2C(O)/C=C/C(=O)O1 (stereo not drawn) | i | -6.6*
CCCCn1c(=O)c(C(=O)NCc2ccncc2)c(O)c2ccccc21 | i | i

The list goes on:
compound | CHT PAM | CHT block
CC/C(=N\NC(=O)Nc1ccccc1)c1c(O)n(Cc2ccccc2)c(=O)[nH]c1=O | i | i
CCOC(=O)c1c(C)n(Cc2ccccc2)c2ccc(OCC(O)Cn3nc(C)nc3C)cc12 (stereo not drawn) | i | i
OC12Oc3ccccc3C=C1N1CCC2CC1 (stereo not drawn) | i | i
COC(=O)C1(C(=O)O)Cc2cc([N+](=O)[O-])ccc2N2CCCC21 (stereo not drawn) | i | i
COc1ccc(C(=O)c2nc3ccccc3n2C(C)C)cc1 | i | i
COc1ccc(C2N3CC(C)(C)CN23)cc1 (stereo not drawn) | i | i
COc1ccccc1/C=N/N=C(/N)N[N+](=O)[O-] | i | i
COc1ccc(OCC(=O)N2CCN(C3CCC(c4ccccc4)CC3)CC2)cc1 (stereo not drawn) | i | i
O=C(Cn1ncc2ccccc21)N1CCC2(CC1)OCCO2 | i | i
CC1CN(O)C2CCc3nonc3C12O (stereo not drawn) | i | i
O=C(c1ccc(Cl)cc1)N1CCC2(CC1)OCCO2 | i | i
CCCCn1c(O)c(C(CC)=NCCN2CCOCC2)c(=O)[nH]c1=O | i | i
O=[N+]([O-])c1ccccc1-c1cc(-c2ccccc2)cc(-c2ccccc2)[n+]1Cc1ccccc1Cl | i | -5.3*
O=[N+]([O-])c1ccc(-c2ccccc2)c([As](=O)(O)O)c1 | i | i
O=C(CN1CCN(Cc2ccc(Cl)cc2)C1=O)N1CCC2(CC1)OCCO2 | i | i

Carrying on:
compound | CHT PAM | CHT block
CC(=NCCN1CCCCC1)c1c(O)n(-c2ccccc2)c(=O)[nH]c1=O | i | i
O=C(CCS(=O)(=O)c1ccc(Br)cc1)N1CCC2(CC1)OCCO2 | i | i
C[N+]1(C)[C@@H]2CC[C@H]1CC(OC(=O)C(c1ccccc1)c1ccccc1)C2 (stereo partly drawn) | i | i
C=CCn1c(O)c(C(CC)=Nc2ccc(N(C)C)cc2)c(=O)[nH]c1=O | i | i
O=c1c2ccccc2nc(/C=C/c2ccccc2)n1-c1ccccc1O | i | i
CN1C(=O)C(=Cc2ccc(Sc3ccccc3)o2)C(=O)N(C)C1=S | i | i
O=C1NC(=O)C(=Cc2coc3ccccc3c2=O)C(=O)N1 | i | -9.5*
O=C(c1cc(F)ccc1F)C1CCCN(Cc2cccc(Cl)c2)C1 (stereo not drawn) | i | i
CC1CN(c2ccc([N+](=O)[O-])cc2Cl)CCN1 (stereo not drawn) | i | i
COC(=O)C1=C(c2cc3ccccc3o2)C[C@@H]2CC[C@H]1N2C(=O)N1CCC(O)CC1 | i | i
C[N+]1(C)C2CCC1CC(OC(=O)c1ccccc1)C2 (stereo not drawn) | i | i
Cc1cccc(OCCn2cccc2/C=C2/C(=O)NC(=O)N(Cc3ccco3)C2=O)c1 | i | i
CC(=O)N1CCN(CCN=Cc2c(O)n(-c3ccc(C)cc3)c(=S)[nH]c2=O)CC1 | i | i
O=c1c2ccccc2nc(CN2CCCCCC2)n1-c1ccc(F)cc1 | i | i
CC(C)(C)c1ccc(O)c(CN2CCN(c3ccccc3)CC2)c1 | i | i

The listing continues:
compound | CHT PAM | CHT block
CC(C)N1CCC2(CC1)NC(CO)(CO)CO2 | i | i
COc1ccccc1OCC(=O)N1CCCC(N2CCN(c3ccc(F)cc3)CC2)C1 (stereo not drawn) | i | i
COc1cccc(-n2c(C)nc3ccccc3c2=O)c1 | i | i
CCn1c(O)c(C=NCCN2CCOCC2)c(=O)n(CC)c1=S | i | i
CCOC(=O)C1(CCOc2ccccc2)CCN(Cc2cccc(O)c2)CC1 | i | i
CCOc1ccc(N=C2SCCCN2C)cc1 | i | i
CN1C(=O)/C(=C\c2ccc(N3CCCCC3)o2)C(=O)NC1=S | i | i
COc1ccc2c(c1)NP(=S)(Oc1ccccc1)N2 (stereo not drawn) | i | i
CC(C)c1c(CN(C)C(C)Cc2ccccc2)n(C)n(-c2ccccc2)c1=O (stereo not drawn) | i | i
Cc1ccc(O)c(C(=O)c2cc(C(=O)NCc3ccccc3)c(=O)n(Cc3ccccc3)c2)c1 | i | i
Cc1cccc(CNCCc2ccccc2)n1 | i | i
FC(F)(F)/C(=N\P(=S)(N1CCOCC1)N1CCOCC1)N1CCOCC1 | i | i
O=C1/C(=C\c2cc3c(cc2Br)OCO3)N2CCC1CC2 | i | i
CC1CN=C(NCCc2ccccc2)S1 (stereo not drawn) | i | i
CN1CCCN(c2ccc([N+](=O)[O-])nc2)CC1 | i | i

Following part:
compound | CHT PAM | CHT block
CCOc1ccccc1-n1c(O)c(C=NCCCn2ccnc2)c(=O)[nH]c1=O | i | i
COc1ccccc1-n1c(Cc2ccccc2)nc2ccccc2c1=O | i | i
CCc1ccc(OCC(=O)N2CCN(Cc3ccc4c(c3)OCO4)CC2)cc1 | i | i
O=C(CCNC(=O)N1C[C@H]2C[C@@H](C1)c1cccc(=O)n1C2)Nc1cccc(Cl)c1 | i | i
CCCNC(=O)c1c(N)n(Cc2ccc3c(c2)OCO3)c2nc3ccccc3nc12 | i | i
C=CCN1C(=O)NC(=O)/C(=C/c2ccc(OC)c(COc3ccc(NC(C)=O)cc3)c2)C1=O | i | i
NC(=O)c1ccc(C(=O)Nc2ccc([As](=O)(O)O)cc2)cc1 | i | i
CCCC/C(=N\O)c1c[nH]c2ccccc12 | i | i
O=c1[nH]c2ccccc2o1 | i | i
COc1cc(OC)c(OC)cc1CNCCc1ccc(F)cc1 | i | i
CN1CCN(/N=C/c2c(O)n(Cc3ccc(F)cc3)c(=O)[nH]c2=O)CC1 | i | i
OCCN1C2CCC1CC(O)(c1ccc(F)cc1)C2 (stereo not drawn) | i | i
O=C(O)CCn1cc(C=C2C(=O)NC(=O)NC2=O)c(-c2cc3ccccc3oc2=O)n1 | i | i
O=C(Cc1ccccc1)OCn1nnc2ccccc2c1=O | i | i
CN1CCN(c2cc(N3CCNCC3)ccc2[N+](=O)[O-])CC1 | 8.4* | i

Carrying on:
compound | CHT PAM | CHT block
CCCc1nnc(NC(=O)CCC(=O)N2CCN(CCOC(c3ccccc3)c3ccccc3)CC2)s1 | i | i
COc1ccc(N2C(=O)NC(=O)/C(=C/c3cccc(OC(=O)c4cccs4)c3)C2=O)cc1Cl | i | i
CCOc1ccc(Cl)cc1CNCCc1ccc(F)cc1 | i | i
CCOC(=O)C1(CCc2ccccc2)CCN(C(C)CSC)CC1 (stereo not drawn) | i | i
Cn1c(O)c(C=Nc2ccccc2-c2ccccc2)c(=O)n(C)c1=O | i | i
Cc1nn(C)c(C)c1/C=C1/CC2C3CC=C4CC(O)CCC4(C)C3CCC2(C)C1=O (stereo not drawn) | i | i
N/C(=N\[N+](=O)[O-])N/N=C/c1ccc(O)cc1 | i | i
COC(=O)C1=C(c2cc3ccccc3s2)C[C@@H]2CC[C@H]1N2C(=O)N1CCC(C)CC1 | i | i
Cc1cc(OCC(=O)OC(C)C)c2c3c(c(=O)oc2c1)CCCC3 | i | i
O=P(Oc1ccccc1)(Oc1ccccc1)C(O)c1ccccc1 (stereo not drawn) | i | i
COc1ccc(-n2c(/C=C3\C(=O)Nc4ccccc43)nc3ccccc3c2=O)cc1 | i | i
CCOC(=O)C1=C(C)OC(N)=C(C(=O)OCC)C12C(=O)Nc1ccc(Br)cc12 (stereo not drawn) | i | i
O=P(OCC(F)(F)C(F)F)(N1CCOCC1)N1CCOCC1 | i | i
CC(C)N1CCN(Cc2cccc3c2OCO3)CC1CCO (stereo not drawn) | i | i
CCOC(=O)c1c(NC(NC(=O)CF)C(Cl)(Cl)Cl)sc2c1CCCC2 (stereo not drawn) | i | i

The list goes on; it opens with the 3 that closed the last part.
compound | CHT PAM | CHT block
O=P(OCC(F)(F)C(F)F)(N1CCOCC1)N1CCOCC1 | i | i
CC(C)N1CCN(Cc2cccc3c2OCO3)CC1CCO (stereo not drawn) | i | i
CCOC(=O)c1c(NC(NC(=O)CF)C(Cl)(Cl)Cl)sc2c1CCCC2 (stereo not drawn) | i | i
Cc1cccc(-n2c(C)nc3ccccc3c2=O)c1C | i | i
Cc1cc(N2CCN(C)CC2)nc2ccccc12 | 7* | i
COc1ccc2c(c1OC)C(=O)OC2C1c2cc3c(cc2CCN1C)OCO3 (stereo not drawn) | i | i
O=C1C2CCN(CC2)C1Cc1ccccc1O (stereo not drawn) | i | i
CC(NCc1ccc(Cl)cc1Cl)C(O)c1ccccc1 (stereo not drawn) | i | i
Cc1cc(OCC(=O)NC(Cc2ccc(Cl)cc2)C(=O)O)c2c3c(c(=O)oc2c1)CCC3 (stereo not drawn) | i | i
C=CCOC(=O)C1=C(C)OC(N)=C(C(=O)OCC)C12C(=O)N(CC(N)=O)c1ccccc12 (stereo not drawn) | i | i
N=Cc1c(O)n(-c2ccccc2)c(=O)n(-c2ccccc2)c1=O | i | i
Cc1ccc(C(O)P(=O)(Oc2ccccc2)Oc2ccccc2)cc1 (stereo not drawn) | i | i
C=C(c1ccccc1)P(=O)(O)O | i | i
Cc1cc(C(=O)N2CCC3(CC2)OCCO3)no1 | i | i
O=C(CN1CCN(Cc2cccc(Cl)c2)C1=O)N1CCC2(CC1)OCCO2 | i | i
Clc1ccc(C(c2ccc(Cl)cc2)n2cc[n+](CC(OCc3ccc(Cl)cc3Cl)c3ccc(Cl)cc3Cl)c2)cc1 (stereo not drawn) | i | i
O=S(=O)(c1ccc(Cl)cc1Cl)N1CCCC1c1cccnc1 (stereo not drawn) | i | i
Cc1ccsc1C(=O)C1CCCN(CCO)C1 (stereo not drawn) | i | i
O=[N+]([O-])c1ccc(Nc2ccccc2)cc1 | i | i
Cn1ccnc1P(=S)(c1nccn1C)c1nccn1C | i | i

Compounds from the list above containing two or more sulfur atoms:
compound | CHT PAM | CHT block
CCOc1ccc(N2C(=O)/C(=C\c3cccs3)C(=O)NC2=S)cc1 | i | i
CN1C(=O)C(=Cc2ccc(Sc3ccccc3)o2)C(=O)N(C)C1=S | i | i

Screening results (PubChem BioAssay)
